# Source: PubChem BioAssay (several laboratories)
# NCOA3 inh = human NCOA3 inhibition. Q9Y6Q9. HEK293 GAL4-SRC3 luciferase reporter, luminescence. inhibition, % at 3.6 µM. actives 0.17% (n = 360,000). AID 588352;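 active means inhibition above a per-campaign cutoff, the mean of all compounds plus 3 SD, cut at about 60% in these data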;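 further: 0% = DMSO-treated cells and 100% = gossypol-treated cells at 36 µM; higher means less SRC3-driven luciferase light from the GAL4 reporter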
# NCOA2 inhibitor = human SRC2 (NCOA2) inhibition; inhibition, % at 9 µM; HEK293 GAL4-SRC2 luciferase reporter, luminescence; actives 0.17% (n = 370,000);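 active means inhibition above the mean inhibition of all tested compounds plus 3 SD, set per campaign, cut at about 52% in these data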;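 further: 0% = DMSO treated cells and 100% = cells given Gossypol at 36 µM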
# TWEAK Fn14 block = blocks TWEAK-Fn14 interaction in a reporter cell assay; TWEAK-stimulated Fn14 reporter cells, luciferase luminescence, 8 h; inhibition, % at 10 µM; actives 2% (n = 360,000); AID 1159606; in the data active means inhibition above about 50%
# NCOA1 inh = inhibits human SRC1 coactivator; Q15788; HEK293 GAL4-SRC1 luciferase reporter, luminescence; inhibition, % at 3.6 µM; actives 0.12% (n = 360,000);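 active means inhibition above the campaign mean plus 3 SD, with each screening campaign given its own cutoff, cut at about 60% in these data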;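 further: 0% = DMSO treated cells and 100% = gossypol at 36 µM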
# TROY signal inh = blocks TROY-dependent signaling in reporter cells | Q293 LMP1-TROYcd NF-kB luciferase reporter, 4 h | inhibition, % at 10 µM | actives 0.98% (n = 360,000);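 active means compounds whose plate-normalised and pattern-corrected inhibition of the luciferase reporter signal at the single screening dose is 50% or more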
# NR2F2 inh = inhibitors of human COUP-TFII (NR2F2); inhibition, % at 8.6 µM; AID 686940; actives 0.7% (n = 370,000); HEK293T NGFI-A luciferase reporter, luminescence; P24468;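 active means inhibition above a per-plate cutoff, mean inhibition of test wells between control levels plus 3 SD, cut at about 38% in these data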;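 further: cells cotransfected with COUP-TFII expression vector driving the NGFI-A reporter; 0% = median of COUP-TF2 test wells and 100% = reporter-only cells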
# TLR9-MyD88 block = TLR9-MyD88 interaction inhibition. Q9NR96+Q99836. CHO BLA complementation TLR9-MyD88, CCF4 FRET ratio. inhibition, % at 4.98 µM. actives 0.21% (n = 340,000);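 active means inhibition above the mean over all tested compounds plus 3 SD, cut at about 21% in these data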;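 further: 0% = DMSO only wells and 100% = clavulanate BLA inhibitor control wells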
# Target sequence (Q99836 whole entry, looked up): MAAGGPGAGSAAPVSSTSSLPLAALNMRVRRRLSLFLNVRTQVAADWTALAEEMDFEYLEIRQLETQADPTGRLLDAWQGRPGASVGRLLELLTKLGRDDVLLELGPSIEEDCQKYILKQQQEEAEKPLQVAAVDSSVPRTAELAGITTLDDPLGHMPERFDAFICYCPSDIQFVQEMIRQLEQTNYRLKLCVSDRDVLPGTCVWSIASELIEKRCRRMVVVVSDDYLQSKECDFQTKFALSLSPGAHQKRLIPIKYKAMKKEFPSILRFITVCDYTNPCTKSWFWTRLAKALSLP
# Target sequence (Q9NR96 whole entry, looked up): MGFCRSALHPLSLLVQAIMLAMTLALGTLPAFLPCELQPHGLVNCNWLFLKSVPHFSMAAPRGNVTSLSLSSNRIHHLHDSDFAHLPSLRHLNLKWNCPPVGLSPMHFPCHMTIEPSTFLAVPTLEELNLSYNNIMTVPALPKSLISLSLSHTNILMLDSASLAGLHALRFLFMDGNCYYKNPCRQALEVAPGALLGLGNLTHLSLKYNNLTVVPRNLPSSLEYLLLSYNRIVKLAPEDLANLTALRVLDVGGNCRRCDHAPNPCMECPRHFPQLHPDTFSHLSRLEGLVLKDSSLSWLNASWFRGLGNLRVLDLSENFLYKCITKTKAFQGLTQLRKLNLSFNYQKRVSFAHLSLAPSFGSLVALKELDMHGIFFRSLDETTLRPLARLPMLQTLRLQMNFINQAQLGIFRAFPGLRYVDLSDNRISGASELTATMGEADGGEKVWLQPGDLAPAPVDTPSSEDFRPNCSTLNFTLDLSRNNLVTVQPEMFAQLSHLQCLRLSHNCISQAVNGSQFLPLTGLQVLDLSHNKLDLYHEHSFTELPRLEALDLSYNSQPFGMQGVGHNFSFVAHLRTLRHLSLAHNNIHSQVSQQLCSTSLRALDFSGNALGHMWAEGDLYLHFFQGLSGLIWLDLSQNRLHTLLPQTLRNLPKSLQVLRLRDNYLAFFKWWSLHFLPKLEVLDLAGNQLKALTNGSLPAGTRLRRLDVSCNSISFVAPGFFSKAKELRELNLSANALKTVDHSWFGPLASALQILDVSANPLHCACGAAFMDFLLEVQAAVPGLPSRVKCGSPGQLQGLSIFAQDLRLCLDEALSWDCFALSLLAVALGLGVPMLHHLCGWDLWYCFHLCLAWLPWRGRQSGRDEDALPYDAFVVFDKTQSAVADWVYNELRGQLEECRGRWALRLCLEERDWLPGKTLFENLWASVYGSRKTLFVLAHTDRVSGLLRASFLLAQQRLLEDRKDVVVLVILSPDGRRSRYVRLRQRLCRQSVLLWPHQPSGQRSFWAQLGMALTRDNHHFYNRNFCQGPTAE
# LRH-1 inv ag = inverse agonists of human LRH-1 (NR5A2); inhibition, % at 3.6 µM; HEK293T StAR-luciferase reporter, LRH-1 transfected, 24 h; O00482; actives 0.13% (n = 360,000);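 active means inhibition above the mean inhibition of all tested compounds plus 3 SD, cut at about 73% in these data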;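 further: 0% = DMSO wells and 100% = reporter-only cells lacking LRH-1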
# NOD2-RIPK2 inh = NOD2-RIPK2 protein interaction inhibition | CHO BLA complementation NOD2-RIPK2, CCF4 ratio | inhibition, % at 4.98 µM | actives 0.38% (n = 360,000) | AID 624267; in the data active means inhibition above about 21%;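 further: 0% = vehicle only and 100% = reference blocker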
# ABHD5-PLIN5 inh = inhibitors of human ABHD5-perilipin-5 interaction. Split G. princeps luciferase complementation, luminescence, 4 h. inhibition, % at 4 µM. actives 0.78% (n = 360,000);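 active means inhibition above the mean inhibition across every tested compound plus 3 SD, cut at about 22% in these data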;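 further: 0% = DMSO only wells and the 100% control is not disclosed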
# Exocytosis inh = blocks lytic granule exocytosis. TALL-104 LAMP-1 surface exposure, flow cytometry; cells stimulated with thapsigargin and PMA. inhibition, % at 10 µM. actives 0.66% (n = 360,000);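 active means inhibition above about 55%, limit read from the data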
# The depositor's hits bear a star; / = not tested or not shown; & = joins results of further samples. The list is partial. The share of hits here may be higher or lower than overall.
smiles,TLR9-MyD88 block,ABHD5-PLIN5 inh,NCOA3 inh,TWEAK Fn14 block,Exocytosis inh,NOD2-RIPK2 inh,NCOA1 inh,NR2F2 inh,TROY signal inh,NCOA2 inhibitor,LRH-1 inv ag
CCOc1ccccc1CN1CCNC(=O)C1CC(=O)NCCc1ccccn1 (stereo not given),-6.7,3.8,17.0,-3.0,3.5,0.1,-2.0,18.3,-14.7,-56.1,1.7
CCOc1ncnc2c1sc1nc3c(cc12)COC(C)(C)C3,-6.0,-6.6,10.4,-4.5,2.6,-10.0,-6.1,14.0,-3.6,-0.4,-3.5
O=C(NC1(C(=O)NC2CCCCC2)CCCCC1)c1ccc2c(c1)OCO2,5.7,3.6,20.1,7.9,1.1,-10.4,-5.0,17.0,5.8,18.9,18.8
COC(=O)c1[nH]c2ccccc2c1NC(=O)/C=C/c1ccc2c(c1)OCO2,5.1,0.8,-22.4,-16.9,9.4,-2.2,-27.9,-1.4,-60.5,-16.9,1.1
O=C1CC[C@H](O)CCN1[C@H](CSc1ccc(Br)cc1)Cc1ccccc1,8.2,2.5,1.2,-14.7,33.7,-2.9,13.4,-1.5,-10.9,-4.9,27.4
CCCCCCSc1cccc(-c2nc3ccc(Cl)cn3c2NCc2ccccc2)c1,-8.1,-2.4&-9.3,1.4,-15.4&-26.3,1.5&6.4,6.1&-5.2,-4.0,3.8&-13.1,-74.0&-45.3,-31.3&1.3,-12.3&5.6
COc1ccccc1CNCC(O)Cn1c2ccccc2c2ccccc21 (stereo not given),-0.6,35.1*,7.5,-25.4,86.7*,-3.6,2.3,-2.2,-3.5,21.2,12.9
O=C(Cn1cc2c(n1)CCCC2)NCC1CCCO1 (stereo not given),-5.2,-1.0,-0.2,-14.9,3.0,-6.1,-6.4,0.7,0.3,-11.3,-14.8
O=C(COC(=O)c1ccco1)c1ccc(F)cc1,-7.3,-11.1,3.9,1.5,-13.7,-3.3,7.7,-9.9,-45.2,-35.1,-25.5
CC(C)(C)n1nnnc1C1c2ccccc2C(=O)N1CCc1c[nH]c2ccccc12 (stereo not given),/,11.8,/,7.2,6.0,-6.0,/,3.8,-6.8,-2.5,4.9
CCOC(=O)c1c(Nc2ccccc2)sc(/C=C2\C=Nc3ccccc32)c1O,1.9,-1.4,21.9,-6.2,-3.6,-9.5,9.9,/,13.8,/,-8.6
CC(C)(C)c1nnc2sc(SCC(=O)N3CCc4ccccc43)nn2c1=O,7.7,-3.1,24.7,40.1,-1.8,-20.2,-9.9,-4.1,-4.8,-23.4,9.7
Cc1ccc(NS(=O)(=O)c2cc3c4c(cccc4c2)C(=O)NC3=O)cc1,1.6,-2.1,17.9,5.9,1.8,-0.2,-10.5,6.1,8.2,16.0,3.8
COC(=O)C1(C)CCCC2(C)C3CCC(C(C)C)C(CO)C3C(CO)CC12 (stereo not given),2.3,9.8,11.9,-0.1,16.6,0.1,15.4,11.0,-6.3,12.9,24.9
O=C(NCc1ccccc1)C(c1ccccc1)N(Cc1cccs1)C(=O)c1cnccn1 (stereo not given),2.5,3.7,17.9,37.1,-2.3,6.8,25.3,13.2,-4.4,5.9,7.9
Cc1ccc2c(c1)N(CC(=O)N1CCOCC1)C(=O)CO2,-5.4,-0.2,1.9,-4.6,7.3,2.0,-7.7,3.7,-24.5,3.4,11.8
CSc1ccccc1NC(=O)c1ccccc1C,-5.3,-1.7,2.2,-18.8,0.1,-5.3,11.2,9.7,-0.9,-31.9,8.1
Cc1cc(SCC(=O)N/N=C/c2ccc(O)cc2O)nc2ccccc12,-7.9,-14.9,12.1,3.4,1.2,-1.7,21.8,2.7,32.9,20.0,1.9
Cc1ccc(S(=O)(=O)N2CCOCC2)cc1NC(=O)COC(=O)COc1ccccc1[N+](=O)[O-],-6.0,-0.4,1.1,5.0,4.8,3.0,-13.4,5.8,-12.3,-4.2,22.1
Cc1cccc(OCCC(=O)N(C)CC(=O)Nc2cccc3ccccc23)c1,-5.7,4.2,11.5,-0.2,-4.0,-5.5,12.8,8.5,-13.4,-2.8,11.4
CCN(Cc1ccccc1)C(=O)c1ccc2c(=O)n3c(nc2c1)CCC3,3.7,-3.1,4.0,3.6,-3.4,-2.4,-40.7,-9.2,-9.9,-4.6,-19.2
COc1ccc(NC(=O)CN(C)C(=O)c2c(-c3c(F)cccc3Cl)noc2C)cc1,6.6,5.1,8.7,-7.3,-3.8,-2.5,-7.6,-6.7,16.4,-30.8,6.8
COc1ccc(C(=O)NNC(=S)NC(=O)c2ccc(F)cc2)cc1Br,/,-19.2,10.3,-93.3,-8.9,-18.4,-9.0,-10.4,-8.9,-26.4,-7.2
CC1(C(=O)NS(=O)(=O)c2ccc(F)cc2F)CCN1C(=O)CC1CCCC1 (stereo not given),/,7.0,-1.6,3.6,-3.4,9.0,-15.8,-11.6,5.8,4.4,11.0
Cc1ccc(S(=O)(=O)N(C)C)cc1NC(=O)COC(=O)/C=C/c1cnc2ccccc2n1,0.9,-1.1,-18.0,13.3,-1.0,1.2,1.7,-4.7,-10.5,-29.1,5.4

# Going on with the list:
smiles,TLR9-MyD88 block,ABHD5-PLIN5 inh,NCOA3 inh,TWEAK Fn14 block,Exocytosis inh,NOD2-RIPK2 inh,NCOA1 inh,NR2F2 inh,TROY signal inh,NCOA2 inhibitor,LRH-1 inv ag
Cc1ccc(C(=O)N2c3ccccc3N=C(c3ccccc3)C2C(=O)NC(C)C)cc1 (stereo not given),/,9.1,/,/,-5.3,-10.1,/,-10.0,/,-24.6,-36.0
CC12CN3CC(C)(CN(C1)C3c1cc3ccccc3[nH]1)C2=O (stereo not given),-9.6,-0.4,-18.2,0.5,1.1,-3.6,3.2,7.1,31.5,-6.2,1.3
Cc1cc(C)cc(NC(=O)CCCN2C(=O)C(c3ccccc3)Oc3cccnc32)c1 (stereo not given),14.2,-3.7,13.9,-2.0,-1.0,10.4,-18.5,5.7,16.2,15.5,3.0
CCOC(=O)C1(Cc2ccc(OC)cc2)CCN(C(=O)c2cc3ccccc3[nH]2)CC1,-12.4,1.7,-51.8,5.4,-1.5,-3.4,-42.1,-5.1,-36.9,-8.4,-6.3
COC(=O)C1=C(CSc2nc3ccccc3o2)NC(=O)NC1c1cc(C)ccc1C (stereo not given),-2.2,10.0,0.0,15.6,31.9,-0.9,-5.0,4.9,-17.7,3.9,-6.3
COc1ccc(NC(=S)N(CCC(C)C)C2CCN(C(C)C)CC2)cc1Cl,-4.2,-10.1,-3.0,-1.6,13.7,-1.8,16.8,-11.0,11.5,-20.7,-24.5
Cc1ccc(-n2c(Cn3cnc4ccccc43)nnc2SCC(=O)O)cc1,3.3,2.1,12.2,7.5,-0.7,1.4,1.8,-3.6,9.8,-13.6,6.2
O=C(NNc1nc2ccccc2s1)c1ccc(F)cc1,6.7,-3.0,-15.3,19.3,-2.5,-12.6,-27.3,-3.9,76.0*,-27.4,-19.5
S=c1[nH]nc(-c2ccccn2)n1/N=C/c1ccccc1,8.8,-7.0,1.7,-13.1,3.1,5.2,7.7,8.3,4.0,-11.3,12.4
COC(=O)c1cccc(Cn2c(Cl)c(/C=N/Nc3ccccc3C)sc2=O)c1,7.0,10.9,2.0,-9.4,3.7,38.5*,2.5,1.1,15.7,5.4,8.6
O=C(CCS(=O)(=O)c1cccc2nonc12)NC1CCCCCC1,5.4,2.8,-4.6,-12.2,-3.1,-11.5,-5.8,-8.5,-33.3,-6.3,3.0
N#CC(c1ccc(Cl)cc1)c1nc2ccccc2nc1C(F)(F)F (stereo not given),-1.7,-3.9,17.4,-4.9,-4.8,8.9,-10.6,1.3,6.3,-12.2,-3.5
CCOc1ccc(C(=O)OCC(=O)NCCNC(=O)COC(=O)c2ccc(OCC)cc2)cc1,5.9,14.3,8.9,-5.7,0.5,-0.3,-3.3,3.7,-8.2,10.6,10.1
COc1ccccc1C(=O)N1CCN(C(=O)c2ccncc2)CC1,-8.1,-2.0,-0.7,-6.5,-2.6,-8.9,-12.2,8.9,-3.5,8.3,-14.2
Cc1cccc(NC(=O)c2nc[nH]c2C(=O)Nc2ccccc2F)c1,4.5,-7.0,1.2,-7.1,22.3,6.8,-25.6,-5.4,1.6,-34.0,0.6
CC(C)(C)C1CCC(=NNS(=O)(=O)c2ccc(Br)cc2)CC1 (stereo not given),-3.2,-3.5,16.1,0.6,-6.0,2.4,-1.0,0.9,7.4,0.7,-27.3
COC(=O)c1sccc1NC(=O)CSCCc1ccncc1,5.0,-1.4,15.9,-2.8,-12.0,-0.3,9.3,11.3,13.8,8.8,1.0
N/C(COc1ccc(Cl)cc1Cl)=N\NS(=O)(=O)c1ccccc1,-2.2,1.1,5.0,6.9,0.4,-1.0,-17.1,-7.3,3.3,18.1,1.9
COc1ccc(C(=O)NCCNc2nc3c(C)cccc3cc2C#N)cc1,-12.9,-1.9,-21.6,-8.3,7.8,-1.0,-0.6,-5.9,5.3,-7.0,5.5
O=C(C1=C[C@H](c2ccc3c(c2)OCO3)C[C@H](OCCCCO)O1)N1CCN(Cc2ccccc2)CC1,-1.9,13.1,-0.6,-15.7,-0.3,12.6,4.1,2.3,-18.1,-17.2,-23.5
CCC(CC)c1nnc(NC(=O)C2CSC3(C)CCC(=O)N23)s1 (stereo not given),3.9,8.9,-2.3,15.3,-0.6,-4.4,-5.0,1.9,-12.0,-1.4,4.3
O=C(c1cccc2ccccc12)N1CCN(c2ccc([N+](=O)[O-])c(NCc3ccco3)c2)CC1,2.5,8.5,13.8,19.5,3.5,0.8,6.7,-2.9,-1.9,-19.7,3.8
COc1cccc(OC)c1C(=O)Nc1ccccc1C(=O)N1CCOCC1,1.6,-0.3,10.2,-5.2,4.6,-7.6,-10.2,4.3,-3.1,4.8,12.9
Nc1ncnc2c1ncn2[C@@H]1O[C@H](C(=O)N2CCN(c3ccc(Cl)cn3)CC2)[C@@H](O)[C@H]1O,/,9.3,8.6,-2.2,-3.1,-5.3,-2.0,12.3,0.3,-37.3,4.2
NC(=O)Cc1ccc(C(=O)CSc2nnc(-c3ccncc3)n2C2CC2)s1,-6.0,-1.5,2.9,-22.4,3.8,2.3,-23.1,-1.7,16.2,-12.9,-1.0
CN1CCN(CC(O)COC(c2ccccc2)c2ccccc2)CC1 (stereo not given),/,0.0,10.3,-23.6,-0.1,5.3,9.9,-24.6,13.3,-47.0,-3.8
O=C(CN1C(=O)c2ccccc2S1(=O)=O)NCCc1ccccc1,1.1,3.5,-2.8,16.1,9.0,2.9,3.8,-16.3,-57.3,-31.6,1.8

# Compound profiles (already shown). Screens in order: TLR9-MyD88 block	ABHD5-PLIN5 inh	NCOA3 inh	TWEAK Fn14 block	Exocytosis inh	NOD2-RIPK2 inh	NCOA1 inh	NR2F2 inh	TROY signal inh	NCOA2 inhibitor	LRH-1 inv ag
# COC(=O)c1cccc(Cn2c(Cl)c(/C=N/Nc3ccccc3C)sc2=O)c1 as listed: 7.0	10.9	2.0	-9.4	3.7	38.5*	2.5	1.1	15.7	5.4	8.6
# O=C1CC[C@H](O)CCN1[C@H](CSc1ccc(Br)cc1)Cc1ccccc1 as listed: 8.2	2.5	1.2	-14.7	33.7	-2.9	13.4	-1.5	-10.9	-4.9	27.4
